Screening data: PubChem BioAssay, The Scripps Research Institute Molecular Screening Center
PAFAH1B3 FP inh: inhibitors of human PAFAH1B3 | Q15102 | recombinant PAFAH1B3, FP-rhodamine probe, fluorescence polarization | inhibition, % at 3.39 µM | 340,000 tested, 0.28% active;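 active means inhibition above the screen-wide average of all tested compounds plus 3 SD, cut at about 25% in these data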;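 further: 0% = enzyme with DMSO only and 100% = wells lacking PAFAH1B3 protein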
LYPLA1 counter: blocks human lysophospholipase 1, a PME1 counter-screen. O75608. recombinant LYPLA1, FP-Rh probe fluorescence polarization. inhibition, % at 5.9 µM. 320,000 tested, 0.16% active;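 active means inhibition above the mean of all tested compounds plus 3 SD, set per campaign, cut at about 14% in these data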;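 further: inhibitors block serine hydrolase probe labeling of LYPLA1 so polarization falls; 0% = enzyme with DMSO and 100% = wells lacking LYPLA1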
PAD4 FP inh: PAD4 (human) enzyme inhibition; Q9UM07; recombinant PAD4, RCA probe fluorescence polarization; inhibition, % at 6.36 µM; 330,000 tested, 0.41% active; AID 485272;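 active means percent inhibition above a cutoff equal to the mean of all tested compounds plus 3 SD, cut at about 15% in these data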;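 further: 0% = PAD4 with RCA probe and DMSO and 100% = probe without PAD4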
GSTO1 inh: counter-screen for RBBP9 inhibitors: inhibitors of human GSTO1; 300,000 tested, 1.1% active; AID 1974; inhibition, % at 5.96 µM; P78417; recombinant GSTO1, activity-based probe fluorescence polarization;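 active means inhibition above the campaign mean inhibition plus 3 SD, cut at about 35% in these data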;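 further: 0% = GSTO1-1 with DMSO and 100% = wells lacking GSTO1-1 enzyme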
Target sequence (P78417 whole entry, looked up): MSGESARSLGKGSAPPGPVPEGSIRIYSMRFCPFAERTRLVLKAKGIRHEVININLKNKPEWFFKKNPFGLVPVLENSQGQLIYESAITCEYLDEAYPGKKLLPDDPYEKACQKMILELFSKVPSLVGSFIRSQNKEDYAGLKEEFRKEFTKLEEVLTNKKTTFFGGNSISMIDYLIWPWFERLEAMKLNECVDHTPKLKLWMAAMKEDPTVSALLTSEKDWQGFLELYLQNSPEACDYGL
pPAFAH FP inh: inhibitors of human plasma PAF acetylhydrolase (pPAFAH) | inhibition, % at 3.39 µM | Q13093 | 330,000 tested, 1.5% active | recombinant pPAFAH, FP-rhodamine probe fluorescence polarization;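 active means inhibition above the mean inhibition across the screen plus 3 SD, cut at about 25% in these data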;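 further: inhibitors block binding of the rhodamine activity-based probe so polarization drops; 0% = enzyme with DMSO and 100% = wells lacking pPAFAH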
LYPLA2 counter: LYPLA2 (human) inhibition in PME1 counter-screen; O95372; recombinant LYPLA2, FP-Rh probe fluorescence polarization; inhibition, % at 5.9 µM; 320,000 tested, 0.38% active; AID 2177;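 active means inhibition above the screen-wide mean plus 3 SD, limit set per campaign, cut at about 26% in these data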;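 further: 0% = LYPLA2 with DMSO and 100% = wells lacking LYPLA2 enzyme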
PAFAH2 inh: PAFAH2 (human) inhibition; Q99487; recombinant PAFAH2, FP-rhodamine activity probe, fluorescence polarization; inhibition, % at 3.39 µM; 340,000 tested, 0.99% active;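 active means inhibition above the mean over all tested compounds plus 3 SD, cut at about 30% in these data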;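 further: inhibitors block probe labeling of enzyme so polarization drops; 0% = enzyme with DMSO and 100% = wells lacking PAFAH2 protein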
PAFAH1B2 FP inh: inhibitors of human PAFAH1B2. AID 492953. recombinant PAFAH1B2, FP-rhodamine activity probe, fluorescence polarization. P68402. 340,000 tested, 1.2% active. inhibition, % at 3.39 µM;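 active means inhibition above the mean of all tested compounds plus 3 SD, cut at about 24% in these data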;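 further: 0% = enzyme with DMSO and 100% = wells lacking PAFAH1B2; many of its hits are not listed in these tables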
PREPL inhibitor: inhibitors of human prolyl oligopeptidase-like enzyme PREPL. 320,000 tested, 0.68% active. recombinant PREPL, fluorescence polarization activity-based probe. inhibition, % at 5.96 µM; in the data active means inhibition above about 43%;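 further: 0% = enzyme with DMSO and 100% = wells lacking enzyme; many of its hits are not listed in these tables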
Target sequence (Q4J6C6 whole entry, looked up): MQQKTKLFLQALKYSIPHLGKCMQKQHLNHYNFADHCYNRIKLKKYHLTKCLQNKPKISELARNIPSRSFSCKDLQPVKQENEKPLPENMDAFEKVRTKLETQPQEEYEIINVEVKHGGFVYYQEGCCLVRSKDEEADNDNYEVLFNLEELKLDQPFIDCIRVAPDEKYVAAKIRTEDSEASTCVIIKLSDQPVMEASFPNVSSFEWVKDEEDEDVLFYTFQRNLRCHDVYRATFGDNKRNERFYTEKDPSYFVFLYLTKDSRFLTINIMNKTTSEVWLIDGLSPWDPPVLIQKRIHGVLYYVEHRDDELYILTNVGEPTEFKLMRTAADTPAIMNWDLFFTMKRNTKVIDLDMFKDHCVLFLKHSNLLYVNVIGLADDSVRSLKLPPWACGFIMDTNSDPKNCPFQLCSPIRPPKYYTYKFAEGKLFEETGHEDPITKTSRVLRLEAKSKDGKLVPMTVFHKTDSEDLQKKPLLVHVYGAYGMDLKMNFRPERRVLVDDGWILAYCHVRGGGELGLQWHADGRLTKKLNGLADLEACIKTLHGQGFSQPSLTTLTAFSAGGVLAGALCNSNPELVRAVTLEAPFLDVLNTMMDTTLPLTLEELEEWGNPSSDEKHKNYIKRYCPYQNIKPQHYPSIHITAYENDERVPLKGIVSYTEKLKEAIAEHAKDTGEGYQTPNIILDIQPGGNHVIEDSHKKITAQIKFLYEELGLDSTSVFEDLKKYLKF
Starred values were filed as active, the others as inactive; nt = no result given. This is a subset (hit frequency here may not be typical).

SMILES | PAFAH1B3 FP inh | LYPLA1 counter | PAD4 FP inh | GSTO1 inh | pPAFAH FP inh | LYPLA2 counter | PAFAH2 inh | PAFAH1B2 FP inh | PREPL inhibitor
CCn1cc(C(=O)NC2CCCCC2)c(=O)c2cc(S(=O)(=O)N(C)C)ccc21 | 6.4 | -2.1 | -10.4 | 3.0 | -8.5 | -3.6 | -8.6 | 3.7 | -0.7
O=C(Nc1ccon1)c1cccc(S(=O)(=O)N2CCCC2)c1 | 3.6 | 0.8 | 2.8 | 3.5 | 0.6 | 4.8 | 5.7 | 2.5 | -2.5
CC(C#N)(NC(=O)CN1CCN(S(=O)(=O)c2ccccc2Cl)CC1)C1CC1 (stereo unspecified) | 4.3 | 3.3 | 1.5 | nt | 1.5 | 0.7 | -0.6 | -0.3 | 4.3
COc1ccc(Cl)cc1NC(=S)N1CCCC1 | 4.5 | -1.1 | -8.6 | -5.3 | -6.0 | -4.3 | 12.0 | 1.7 | 6.8
CN1CCN(CCP(=O)(c2ccccc2)c2ccccc2)CC1 | 6.1 | -3.0 | 4.3 | 6.7 | 5.4 | -2.1 | 1.6 | 9.2 | 18.6
Cc1cccc(C)c1NC(=O)C1NC(=O)CC1c1ccccc1 (stereo unspecified) | 6.2 | 4.6 | 6.8 | 7.5 | 0.3 | 1.3 | 2.2 | 2.1 | 7.0
O=C(C1CCCO1)N1CCN(C(=S)NC2CC2)CC1 (stereo unspecified) | 1.0 | -0.7 | -2.3 | -1.4 | -4.6 | 0.0 | -2.8 | 4.9 | 2.1
COc1cc(C2(c3ccc(O)c(OC)c3)C(=O)N(C)c3ccc(C)cc32)ccc1O | 2.7 | 0.4 | 1.7 | -6.4 | -0.2 | 2.2 | 4.7 | -1.6 | 12.9
CCn1cc(C2N3CC4(C)CN2CC(C)(C3)C4=O)c2ccccc21 (stereo unspecified) | 1.2 | 0.5 | -2.4 | -1.7 | -4.4 | 1.7 | 5.5 | -0.7 | -0.5
O=C(NNS(=O)(=O)c1ccc2ccccc2c1)c1cccnc1 | -2.5 | -1.8 | -2.1 | 2.4 | 1.6 | -7.9 | 2.9 | 5.5 | 8.3
O=C1CC(N2CCN(c3ccccc3Cl)CC2)C(=O)N1c1ccccc1 (stereo unspecified) | -1.7 | -2.8 | 3.6 | 3.9 | -1.1 | -6.1 | 7.9 | 6.9 | -3.2
O=C1Nc2ccccc2C12Nc1ccccc1S2 (stereo unspecified) | nt | 1.9 | 21.3* | 0.3 | 5.0 | -4.4 | nt | nt | 13.7
Cc1ccc(C(=O)NCCc2ccccc2)cc1N1CCCC1=O | 11.9 | 1.8 | 1.6 | 0.1 | 6.0 | 2.3 | 0.8 | 14.2 | 8.8
Cc1cccc(NC(=O)C2CCCN(C(=O)Nc3ccccc3)C2)c1C (stereo unspecified) | 1.8 | -0.4 | 2.7 | 0.0 | 3.9 | -3.5 | -5.1 | -1.9 | 8.2
COCC(C)NS(=O)(=O)c1ccccc1 (stereo unspecified) | 6.4 | -2.1 | 1.7 | 1.9 | -3.5 | -4.2 | -3.9 | 1.7 | 1.3
COc1ccc(/C=C/C(=O)NCc2c(C)nn(C)c2C)cc1COc1ccc(Br)cc1 | 2.1 | -5.1 | -3.8 | -1.3 | 3.7 | -4.7 | -29.9 | 2.3 | -10.3
Cc1ccccc1NC(=O)C1C2/C=C\CCCCC21 (stereo unspecified) | 5.0 | 2.7 | 0.9 | 1.6 | 3.2 | 6.1 | 7.8 | 6.4 | 6.2
CC(C)c1ccc(/C=C2\SC(=S)N(CCC(=O)NCCCn3ccnc3)C2=O)cc1 | 0.4 | 1.1 | -24.9 | -18.5 | 6.4 | 1.5 | 3.5 | 1.0 | 11.9
COc1ccccc1NC(=O)Cc1nn(C)c(=O)c2ccccc12 | -0.4 | 0.0 | -1.7 | 2.7 | 4.3 | 11.5 | 0.9 | 4.2 | -7.4
CCOC(=O)c1c(NC(=O)c2ccco2)sc2c1CCCCC2 | -2.8 | -4.1 | -2.2 | 10.2 | -3.9 | -2.7 | 3.2 | 1.5 | 2.6
N#CC1(NC(=O)COC(=O)CCCN=C2NS(=O)(=O)c3ccccc32)CCCCC1 | 3.5 | 4.2 | 0.9 | 4.7 | 0.7 | 6.4 | -3.4 | 5.3 | 0.6
C=CCN(c1ccccc1)S(=O)(=O)c1ccc(Cl)c(C(=O)OCC(=O)N(C)C2CCS(=O)(=O)C2)c1 (stereo unspecified) | 3.5 | 1.4 | 0.9 | -1.9 | 3.8 | 1.2 | -0.1 | 10.0 | -4.6
NC(=Nc1ccccc1)NC(=O)c1nc(Cl)c(N)nc1N | 0.4 | -2.4 | -4.0 | 1.6 | -3.8 | 1.1 | -0.5 | -0.3 | 1.5
O=S(=O)(NCC(c1cccnc1)N1CCN(c2ccccc2F)CC1)c1cccs1 (stereo unspecified) | 0.0 | 0.4 | -0.7 | 3.4 | 6.7 | 2.3 | 2.6 | 3.9 | 11.7
CC(=O)Nc1ccc(C(=O)COC(=O)Cc2ccsc2)c(F)c1 | 6.9 | nt | -3.4 | nt | 6.3 | nt | -7.2 | -5.0 | 4.4
Cc1ccc([N+](=O)[O-])cc1S(=O)(=O)NCCc1c(C)[nH]c2ccccc12 | 2.1 | -1.5 | 1.8 | 12.3 | 1.8 | 3.8 | 6.0 | 10.0 | 9.3
CCOC(=O)C1CCN(C(=O)c2cc(-c3ccncc3)nc3ccccc23)CC1 | -6.0 | -4.1 | 1.6 | nt | -0.7 | -3.9 | -4.6 | -0.3 | -13.2
COc1cccc(C(=O)Nc2ccc(C(=O)NCC3CCCO3)cc2)c1 (stereo unspecified) | 4.9 | 0.3 | -5.1 | -7.9 | 2.0 | 2.2 | 1.5 | -6.4 | -10.3
O=c1c2ccccc2c(/C=N/NS(=O)(=O)c2ccccc2)c(O)n1-c1ccccn1 | -6.6 | 0.9 | -6.6 | -0.7 | 3.1 | -2.4 | -1.1 | -3.9 | 16.3
Cc1ccc(S(=O)(=O)N(C)C)cc1NC(=O)COC(=O)c1ccc2c(c1)NC(=O)CS2 | 8.2 | -5.2 | 1.5 | -7.0 | 3.5 | -0.9 | 51.9* | 3.7 | 4.4
CCc1cc(=O)oc2cc(OCc3ccc(C(=O)O)o3)ccc12 | 14.2 | 3.1 | -3.3 | -7.8 | 5.8 | -1.5 | 0.7 | -0.6 | -9.0
CCC1C=C(c2ccccc2)C=CN=C1N(CC)CC (stereo unspecified) | -3.1 | -1.0 | 0.1 | 3.5 | 5.9 | 2.8 | 2.3 | -3.3 | 29.7
Cc1ccc(N2CC(NS(=O)(=O)c3cccnc3)CC2=O)cc1 (stereo unspecified) | 2.3 | -1.1 | 2.9 | 3.5 | 1.9 | 1.3 | 0.9 | 2.9 | 6.5
Cc1cccc(C)c1NC(=O)NNC(=O)c1cc(C(C)(C)C)nn1Cc1ccccc1 | -2.6 | 1.3 | 3.4 | 7.8 | 5.8 | 3.4 | 5.8 | 3.9 | 0.8
O=C(c1cc2ccccc2o1)N1CCN(C/C=C/c2ccccc2)CC1 | -2.8 | 6.8 | -4.7 | 9.7 | -3.3 | 9.1 | -6.1 | -2.5 | -4.6
Cc1ccc(C2=NOC(C)(c3nnc(Cc4ccccc4)o3)C2)cc1 (stereo unspecified) | 5.9 | -0.7 | -1.5 | 7.6 | 3.0 | 5.5 | -1.5 | 0.0 | -28.3
CCOc1ccc(N(C(=O)/C=C/C(=O)Nc2cc(C)on2)C(C(=O)NC2CCCC2)c2ccccc2C)cc1 (stereo unspecified) | 6.2 | 2.0 | -1.7 | 7.1 | -5.0 | 0.2 | -0.2 | 5.4 | -3.4
O=C(Cc1ccsc1)NCc1ccccc1F | 7.7 | 3.8 | 3.4 | 1.1 | 6.0 | 1.7 | -3.4 | 0.8 | -1.4
NC(=S)N/N=C/c1ccccc1 | 1.1 | -4.7 | 0.4 | 6.9 | -6.1 | 2.0 | 0.5 | 2.6 | 5.0
CCOC(=O)C1(CCOC)CCN(Cc2nc(C(C)C)cs2)CC1 | -6.2 | -0.1 | -5.1 | 2.1 | 2.5 | 5.4 | 4.2 | 5.7 | 6.7
O=C(CCc1nc(-c2ccccc2Cl)no1)Nc1cccnc1 | 8.8 | -4.1 | -8.1 | 0.3 | 4.8 | -1.0 | 11.7 | 1.7 | 9.2
Cc1ccc(C)c(NC(=O)CN(C)C(=O)c2cc3ccccc3oc2=O)c1 | 5.5 | nt | -1.6 | nt | 3.6 | nt | 2.9 | 1.6 | 16.0
COCCn1c(=O)c2c(nc3n2CC(C)CN3Cc2ccccc2)n(C)c1=O (stereo unspecified) | 6.3 | -1.7 | -3.1 | -2.2 | 5.0 | 2.3 | 5.9 | -1.7 | 23.6
COc1cccc(-c2csc(N3CCN(C(=O)Nc4ccc(F)cc4)CC3)n2)c1 | -2.0 | -7.4 | 2.6 | 0.4 | 7.4 | -1.4 | 5.4 | 5.2 | 24.1
Cc1ccc(N2CCN(S(=O)(=O)N3CCCCC3)CC2)cc1C | 1.7 | 1.8 | -3.9 | 6.7 | 4.9 | -0.4 | 3.4 | 0.6 | 1.5
COCCN1C(=O)N[C@@H](c2cccc(C(F)(F)F)c2)[C@H](C(C)=O)[C@H]1C | 1.6 | -1.0 | 1.3 | 5.7 | 6.5 | -2.1 | 4.4 | 0.6 | -0.4
CCOc1ccc(CC2c3cc(OCC)c(OCC)cc3CCN2C(=O)c2cc(OC)c(OC)c(OC)c2)cc1OCC (stereo unspecified) | 5.1 | 3.2 | 0.2 | 7.6 | 0.1 | 1.9 | -0.3 | -2.2 | -3.7
COc1ccc(NC(=O)COC(=O)c2ccc3c(c2)OCO3)c(OC)c1 | 2.9 | nt | 1.1 | nt | 5.0 | nt | -0.1 | -2.4 | 1.6
COc1ccc(NC(=O)CSc2nc3ccccc3nc2N2CCOCC2)c(OC)c1 | -1.5 | -5.5 | -1.9 | 4.5 | 15.5 | 1.4 | 6.1 | 1.9 | 15.3
Cc1ccc2nc(-c3cccc(N)c3)oc2c1 | 3.6 | 3.4 | -0.5 | 1.4 | 2.5 | 0.4 | 2.6 | -0.7 | 15.8
O=C(Cc1ccccc1)NCC(=O)Nc1ccccc1Br | -3.9 | -3.4 | 0.6 | 1.4 | 7.2 | -1.3 | -5.6 | 0.8 | 2.4
O=C(CCc1nc2ccccc2c(=O)[nH]1)OCc1ccc(Cl)cc1Cl | -2.1 | 1.3 | 5.1 | -5.5 | 1.5 | 2.5 | 8.2 | 1.0 | -5.2
CC(=O)Nc1ccc(NC(=O)C2CC(=O)N(C(C)C)C2)cc1 (stereo unspecified) | 7.5 | 1.4 | -8.2 | 1.8 | 7.2 | -3.8 | 2.5 | 4.8 | 1.7
O=C(O)C1CCC(=O)N1Cc1ccccc1Cl (stereo unspecified) | 4.2 | 0.5 | -2.2 | -4.3 | -1.1 | 0.8 | 7.7 | 9.8 | -14.9
Cc1ccc(-c2nn(-c3ccccc3)cc2/C=N/NC(=O)c2ccc3c(c2)OCO3)cc1 | -21.4 | -33.0 | -4.7 | 7.2 | -33.1 | -76.9 | -35.8 | -20.1 | 10.8
Fc1ccc(COc2ccc(Br)cc2CNCc2ccncc2)cc1 | 7.7 | -2.6 | -3.9 | 1.9 | 11.5 | -0.8 | -1.2 | 2.0 | -22.2
